# Source: PubChem BioAssay (National Center for Advancing Translational Sciences (NCATS))
# Tb PYK inh: T. brucei pyruvate kinase inhibition; Q57TT1; TbPYK enzyme, Kinase-Glo Plus ATP luminescence, 45 min; Potency, µM (doses to about 76.8 µM), for the others: top-dose activity, negative = inhibition, most hits filed as inhibitors; 0.12% of 410,000 active; active means well fitted inhibition curve with a large enough effect; inconclusive means small, poorly fitted or top-dose-only effect; further: nearly all actives have a fitted effect of over 50% in size
#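 Enzyme and substrate buffer are dispensed first and compound is pin-transferred. ADP at 130 uM final then starts the reaction, which runs 45 min at room temperature. Detection reagent is added for 10 min before luminescence is imaged.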
# * hit, by the source's call; ? = inconclusive; [ ] = another dose, or the depositor's remark. On the % scale 0 is the no-effect control and ±100 the full control effect; potency means the concentration at half of the fitted maximal effect.
SMILES,Tb PYK inh
CCOC(=O)N1CCc2c(sc3c2c(=O)n(-c2ccc(Cl)cc2)c(=O)n3Cc2cccc(OC)c2)C1,5%
COc1ccccc1N1CCN(C(=O)c2c(C)oc3ncn(CC(C)C)c(=O)c23)CC1,-1%
Cc1ncc(CO)c2c1Oc1nc(-c3ccc(F)cc3)nc(SCC(=O)N3CCCCC3)c1C2,-16%
CCOC(=O)c1ccc(NC(=O)C(CC)Sc2nc3ccncc3[nH]2)cc1 (stereo not given),7%
O=C1c2ccccc2C(=O)C1(c1ccccc1)N1CCN(c2cccc(Cl)c2)CC1,1%
CCCOc1ccc(C(=O)Nc2cc3nn(-c4ccc(CC)cc4)nc3cc2C)cc1,-1%
CCn1c(=O)c2cc(C(=O)NCCCN3CCN(C)CC3)sc2c2ccccc21,6%
Cc1oc2ncn(CC(C)C)c(=O)c2c1C(=O)NCCc1ccc(Cl)cc1,1%
COc1ccc2sc(N(Cc3cccnc3)C(=O)C3CCCCC3)nc2c1,8%[15.4 µM]
COCCN1C(=O)N(c2cccc(OC)c2)C(=O)C1CC(=O)Nc1ccccc1 (stereo not given),7%
Cc1ccc(NS(=O)(=O)c2ccc3[nH]c(=O)ccc3c2)cc1N(C)C,-3%
CCOC(=O)c1c(C)oc2nc(C)nc(NCC3CCN(Cc4ccc(C)cc4)CC3)c12,3%
CCCS(=O)(=O)N1CC(=O)N(c2ccccc2F)C(C)(C(=O)NC2CCCCCC2)C1 (stereo not given),4%[15.4 µM]
CS(=O)(=O)N1CCC[C@@]2(CCN(c3ccccc3)C2)C1,8%
Cn1nc(C(=O)N2CCN(c3ccc(F)cc3)CC2)c2c1-c1ccccc1SC2,4%
CCc1ccc(-n2nc(C)c3c(C(=O)Nc4cc(C)c(Cl)cc4OC)cc(C)nc32)cc1,3%
Cn1cc(CN(C(=O)Nc2ccccc2)C2CCCCC2)c2ccccc21,1%
CCC(=O)N1CCc2cc(S(=O)(=O)CCC(=O)N3CCN(c4ccccc4Cl)CC3)ccc21,-2%
Cc1cccc(N2CCN(C(=O)c3ccc4c(c3)N(Cc3cccc(Cl)c3)C(=O)c3ccccc3S4(=O)=O)CC2)c1C,4%
COc1cccc(OCc2nc3ccccc3n2Cc2ccccc2C)c1,2%
CCOc1cc(C2NC(=O)c3c(sc4c3CCN(C)C4)N2)ccc1OC(=O)c1ccccc1Cl (stereo not given),2%
Cc1ccc2c(c1)C(c1ccc(F)cc1)N(C(=O)C(C)C)CC(=O)N2 (stereo not given),2%
Cc1ccc(CNC(=O)C2CCN(c3nc4ccc(C)cc4[nH]3)CC2)cc1,6%[15.4 µM]
COc1ccc(-c2nc3n(n2)C(c2ccc(OC)cc2)C(C(=O)Nc2cccnc2)=C(C)N3)cc1 (stereo not given),-7%
COc1ccc(N2CC(NC(=O)c3ccc(Br)o3)CC2=O)cc1 (stereo not given),0%
COc1cc(Cl)c(C)cc1NC(=O)CSc1ncc(S(=O)(=O)c2ccc(C(C)(C)C)cc2)c(=O)[nH]1,-7%
COc1ccccc1-n1cc(-c2ccc(C)cc2)nc1S(=O)(=O)CC(=O)Nc1ccccc1C(F)(F)F,-6%
Cc1ccccc1Nc1c(-c2ccc(N3CCOCC3)cc2)nc2cccc(C)n12,-1%
CCOc1ccc2nc(NC(=O)c3cc(=O)c4ccc(C)cc4o3)sc2c1,-7%
COc1cccc(NC(=O)Cn2c(=O)oc3cc(S(=O)(=O)N4CCCCC4)ccc32)c1,0%
CCN(CC)CCNC(=O)Cn1ncc2c3ccccc3n(Cc3ccc(Cl)cc3)c2c1=O,0%
CCc1nn2c(=O)cc(COC(=O)CNC(=O)COc3ccc(C)cc3)nc2s1,-7%
O=C(NCCc1ccccc1)c1sc2ncccc2c1-n1cccc1,-3%
COc1cccc(CNC(=O)C2CCN(S(=O)(=O)c3c(C)noc3/C=C/c3cccs3)CC2)c1,4%
CCC(=O)N1c2ccccc2CC1C(=O)NCCc1cc(OC)c(OC)c(OC)c1 (stereo not given),5%
CCOc1ccc(-c2cn3c(n2)sc2cc(C(=O)NCCc4ccc(OC)cc4OC)ccc23)cc1,0%
COc1cccc(C(=O)CC2(O)C(=O)Nc3ccc(Cl)cc32)c1 (stereo not given),0%
CN(C)S(=O)(=O)c1ccc2c(c1)N(CC(=O)Nc1cccc(C(F)(F)F)c1)C(=O)CS2,1%
N#Cc1nc(-c2ccc(COc3ccc(Cl)cc3)o2)oc1N1CCCCC1,2%
CCc1nnc(SCC(=O)Nc2cccc(C(F)(F)F)c2)c2cc3oc(C)cc3n12,-10%
CC(=O)Nc1ccc(S(=O)(=O)NC2(C(F)(F)F)C(=O)Nc3c2c(=O)[nH]c(=O)n3-c2cccc(Cl)c2)cc1 (stereo not given),-3%
O=C1C(c2ccc(F)cc2)N(CCc2ccc(Cl)cc2)C(=O)CN1C1CCCCC1 (stereo not given),-8%
Cc1cccc(OCCn2c(SCC(=O)O)nc3ccccc32)c1,-28%
Cc1ccc(NC(=O)C2(C)Cc3ccccc3C(=O)O2)c(C)c1 (stereo not given),1%
Cc1nnc(SCc2cc(=O)c3cc(F)ccc3[nH]2)n1C,-1%
CC(=O)Nc1nonc1-c1nnc(SCc2ccc(F)cc2)n1C,0%
Cn1c(=O)c2c(-c3ccc(Br)cc3)n(CCc3ccccc3)cc2n(C)c1=O,0%
Cc1cccc2nc(Cn3c(=O)n(-c4ccc(Cl)cc4)c(=O)c4c5c(sc43)CCC5)cc(=O)n12,3%
CCOC(=O)c1c(-c2ccccc2)oc2ccc(NS(=O)(=O)c3ccc(C)cc3)cc12,2%
Cn1cccc1C(=O)N1CCC[C@@]2(CCN(C(c3ccccc3)c3ccccc3)C2)C1,-4%
Cc1oc2c(c1C(=O)Nc1ccc(Cl)cc1F)C1=NCCN1C=N2,-5%
O=C1CCc2cc(S(=O)(=O)NC(C(=O)Nc3ccc(F)cc3)c3ccccc3)ccc2N1 (stereo not given),-13%
COc1ccc(NC(=O)c2ccco2)cc1NC(=O)c1cccc(C)c1OC,0%
Cn1c(=O)cc(SCC(=O)NCc2ccc(F)cc2)c2ccc(Cl)cc21,1%
O=C(NC1CC(=O)N(c2cccc(F)c2)C1)c1ccc(S(=O)(=O)N2CCCC2)cc1 (stereo not given),3%
COc1ccc(N2CCN(C(CNC(=O)C(=O)NCCCN(C)C)c3cccnc3)CC2)cc1 (stereo not given),3%
Cc1ccc(NC(=O)CCC(=O)N2Cc3ccccc3Oc3ncccc32)cc1Cl,-4%
Cc1cc2c(cc3c(SCc4ccc(Cl)cc4)nnc(C)n32)o1,-5%
COc1ccc(-c2cn3nc(N4CCCC(C(=O)NCc5ccccc5Cl)C4)sc3n2)cc1 (stereo not given),3%[15.4 µM]
COc1ccc(C(=O)Nc2ccc3nc(SCC(=O)N4CCOCC4)sc3c2)cc1,7%
# (more compounds)
SMILES,Tb PYK inh
COCCNC(=O)CSc1cn(CC(=O)N2CCCCCC2)c2ccccc12,-12%
Cc1ccc2onc(CNC(=O)Nc3ccccc3C#N)c2c1,-2%
COc1ccccc1CNC(=O)C(Cc1ccccc1)NS(=O)(=O)c1ccc2c(c1)CCN2C(C)=O (stereo not given),-8%
CCCCC(=O)Nc1nnc(S(=O)(=O)N(C)Cc2ccccc2)s1,-7%
Cn1c(=O)c(-c2ccccc2)nc2cnc(N3CCNCC3)nc21,0%
COc1ccccc1CCNC(=O)C(C)Sc1nc(-c2ccccc2)cc(C(F)(F)F)n1 (stereo not given),7%
Cc1ccc(NS(=O)(=O)c2c(C(=O)N3CCCCCC3)c(C)n(C)c2C)cc1F,-2%
COCCCNC(=O)CSc1nc2c(sc3ccccc32)c(=O)n1CCc1ccc(OC)c(OC)c1,1%
Cc1ccc(NC(=O)Cn2cc3c(n2)CCCC3)c(C)c1,-7%
O=C(CCOc1ccccc1)N(Cc1cccnc1)c1nc2c(Cl)cccc2s1,-15%[15.4 µM]
O=C(Cn1c(=O)n(Cc2ccc3c(c2)OCO3)c(=O)c2oc3ccccc3c21)Nc1ccccc1,-6%
CCN(CC)S(=O)(=O)c1nnc(NC(=O)COc2ccccc2)s1,0%
CCOc1ccccc1NC(=O)N1CCC(n2c(C)nc3cccnc32)CC1,3%
Cc1ccc(NC(=O)c2cnc(N3CCCC3)nc2C)cc1F,3%
Cc1ccc(-c2nnc(Nc3cccc(Br)c3)c3ccccc23)cc1S(=O)(=O)N1CCCCC1,-3%
N#CC1=C2SCN(C3CCCCC3)CN2C(=O)CC1c1ccc(F)cc1 (stereo not given),?
COc1cccc(CNC(=O)Cn2cc3c(n2)-c2c(oc(C(=O)N4CCCC4)c2C)CC3)c1,2%
CCc1nn(Cc2ccc(Cl)cc2)c(=O)c2cc3cc(C)ccc3n12,1%
Cc1ccc(OCC(=O)OCc2cc(=O)n3nc(C4CC4)sc3n2)cc1,-1%
COc1cc(NC(=O)Cn2c(=O)oc3cc(S(=O)(=O)N4CCCCCC4)ccc32)cc(OC)c1,4%[15.4 µM]
CCOC(=O)c1c(Nc2ccc(C)c(C)c2)nnc(-c2ccccc2)c1-c1ccccc1,-7%
COc1ccc(NC(=O)CSc2cn(CC(=O)N3CCOCC3)c3ccccc23)cc1OC,-4%
COc1ccc(NC(=O)CN2CCN(c3ccccc3F)CC2)c(OC)c1,-7%
CC(C)COc1ccc(C(=O)Nc2scc(-c3ccc(Br)cc3)c2C(=O)OC(C)C)cc1,2%
COc1ccc(-c2noc(N3CCC(C(=O)Nc4ccc(C)c(F)c4)CC3)n2)cc1OC,2%
CCOC(=O)Cn1c(=O)oc2cc(S(=O)(=O)N3CCN(c4ccccc4OC)CC3)ccc21,7%
Cn1c(C(=O)NCc2ccc(Cl)cc2)cc2c(=O)n(C)c3ccccc3c21,-14%
COc1cc2c(=O)c(S(=O)(=O)c3ccc(C(C)C)cc3)cn(Cc3ccccc3C)c2cc1OC,-2%
CCOc1ccccc1CNC(=O)C1=C(C)C(=O)OC12CCN(C(C)=O)CC2,1%[15.4 µM]
COc1ccccc1CN1CC2(CCN(C(=O)c3cc(C(F)(F)F)cc(C(F)(F)F)c3)CC2)C1,-10%
Cc1ccc(-c2ccc(=O)n(CC(=O)Nc3ccc(C)cc3Cl)n2)cc1,6%
CCOC(=O)c1c(NC(=O)c2cc(-c3ccccc3OC)on2)sc(C)c1C,-2%
COC(=O)c1c(NC(=O)/C(C#N)=C/c2ccc(OC)cc2)sc2c1C(C(=O)OC)CC2 (stereo not given),-5%
CCCn1ccc2c(OCC(=O)Nc3ccc(C(F)(F)F)cc3)cccc2c1=O,-3%
CCOCCCNC(=O)Cn1nc(C)n2c(cc3cc(C)ccc32)c1=O,5%
CCOc1ccccc1NC(=O)C(=O)NCCc1sc2nc(-c3ccc(OC)cc3)nn2c1C,7%
Cc1ccc(-n2ncc(C(=O)NCc3ccc4c(c3)OCO4)c2C2CCN(C(=O)OC(C)(C)C)CC2)cc1C,3%[15.4 µM]
COc1ccc(OC)c(CNC(=O)C2CCCCN2S(=O)(=O)c2ccc(F)cc2)c1 (stereo not given),3%
CCN(c1cccc(C)c1)S(=O)(=O)c1nnc(NC(=O)c2cccs2)s1,-5%
CC(=O)Nc1cc(-c2nc3ccccc3s2)ccc1C,-2%

# Nothing new here: an excerpt of the list.
SMILES,Tb PYK inh
COc1cc2c(=O)c(S(=O)(=O)c3ccc(C(C)C)cc3)cn(Cc3ccccc3C)c2cc1OC,-2%
CCOc1ccccc1CNC(=O)C1=C(C)C(=O)OC12CCN(C(C)=O)CC2,1%[15.4 µM]
COc1ccccc1CN1CC2(CCN(C(=O)c3cc(C(F)(F)F)cc(C(F)(F)F)c3)CC2)C1,-10%
Cc1ccc(-c2ccc(=O)n(CC(=O)Nc3ccc(C)cc3Cl)n2)cc1,6%
CCOC(=O)c1c(NC(=O)c2cc(-c3ccccc3OC)on2)sc(C)c1C,-2%
COC(=O)c1c(NC(=O)/C(C#N)=C/c2ccc(OC)cc2)sc2c1C(C(=O)OC)CC2 (stereo not given),-5%
CCCn1ccc2c(OCC(=O)Nc3ccc(C(F)(F)F)cc3)cccc2c1=O,-3%
CCOCCCNC(=O)Cn1nc(C)n2c(cc3cc(C)ccc32)c1=O,5%
CCOc1ccccc1NC(=O)C(=O)NCCc1sc2nc(-c3ccc(OC)cc3)nn2c1C,7%
Cc1ccc(-n2ncc(C(=O)NCc3ccc4c(c3)OCO4)c2C2CCN(C(=O)OC(C)(C)C)CC2)cc1C,3%[15.4 µM]
COc1ccc(OC)c(CNC(=O)C2CCCCN2S(=O)(=O)c2ccc(F)cc2)c1 (stereo not given),3%
CCN(c1cccc(C)c1)S(=O)(=O)c1nnc(NC(=O)c2cccs2)s1,-5%
CC(=O)Nc1cc(-c2nc3ccccc3s2)ccc1C,-2%

# Other records follow.
SMILES,Tb PYK inh
CCOC(=O)c1c(NC(=O)c2cc3nc(-c4ccccc4)cc(C(F)(F)F)n3n2)sc2c1CCC(C)C2 (stereo not given),3%
COc1ccc(F)cc1S(=O)(=O)NCCc1c(C)[nH]c2c(Cl)cccc12,2%
COc1cccc(Cc2nc3ccccc3nc2SCC(=O)Nc2cc(OC)ccc2OC)c1,2%
COc1ccc(S(=O)(=O)c2cn(CC(=O)Nc3cc(C)ccc3C)c3ccccc3c2=O)cc1,-2%
Cc1oc(-c2ccccc2F)nc1CSCC(=O)NCCc1ccccc1,5%
CCOCCCNC(=O)C(c1ccc(OC)cc1)N(Cc1ccc2c(c1)OCO2)C(=O)c1ccc(NC(C)=O)cc1 (stereo not given),-1%
Cc1ccc(Cl)cc1N1CCN(S(=O)(=O)c2ccc(-c3cnc(C4CC4)o3)cc2)CC1,1%
N#Cc1nc(-c2ccc(COc3ccc(Cl)cc3)o2)oc1N1CCC(C(N)=O)CC1,-7%
COc1cccc(NC(=O)c2nnn(Cc3cccc(C(F)(F)F)c3)c2N)c1,-3%
CC1CCN(S(=O)(=O)c2nnc(NC(=O)c3cccc(F)c3)s2)CC1,-1%
CC(NC(=O)C1CCN(C(=O)N2CCOc3ccccc32)CC1)c1ccccc1 (stereo not given),-10%
Cc1ccc(-c2onc(C)c2C)cc1S(=O)(=O)N1CCOc2ccc(Cl)cc21,0%

# Only part of the results is shown; the hit share may differ from the screen's.
